High-throughput results deposited in PubChem BioAssay by Sanford-Burnham Center for Chemical Genomics.
Hsp70 displacement = Hsp70 inhibitors, probe displacement, primary screen, biochemical, fluorescence polarization (AID 583) | Hsp70 fluorescence polarization probe displacement, mP; higher % means a stronger effect | one-dose displacement, % at 20 µM; IC50 in µM for titrated hits | 140,000 compounds, 0.06% hits; in the data active = displacement above about 50%;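 note: plate controls were vehicle for no effect and reference ligand for full effect; a part of the inactive calls stands beside numbers as strong as those of hits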
Rat MKP-3 inhibitors = inhibition of rat DUSP6 enzyme activity – biochemical, in vitro, primary screen (AID 425); one-dose inhibition, % at 20 µM; IC50 in µM for titrated hits; recombinant MKP-3 phosphatase activity, fluorescence; higher % means a stronger effect; 110,000 compounds, 0.17% hits; in the data active = inhibition above about 50%;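 note: plate controls were vehicle for no effect and reference inhibitor for full effect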
* = called active by the depositor. These rows are one share of the data, so the mix of outcomes need not match the whole.

Start of the listing, in advance:
O=C(NCc1ccncc1)c1cccc(Cl)c1
  Hsp70 displacement: 3.2%	Rat MKP-3 inhibitors: -3.7%

C1COC(NC(C2CC2)C2CC2)=N1
  Hsp70 displacement: 57.6%	Rat MKP-3 inhibitors: -14.3%

O=C(O)c1cccnc1Nc1cccc(C(F)(F)F)c1
  Hsp70 displacement: -1.0%	Rat MKP-3 inhibitors: -2.5%

Results (from the top)
O=C(NCc1ccncc1)c1cccc(Cl)c1
  Hsp70 displacement: 3.2%	Rat MKP-3 inhibitors: -3.7%

C1COC(NC(C2CC2)C2CC2)=N1
  Hsp70 displacement: 57.6%	Rat MKP-3 inhibitors: -14.3%

O=C(O)c1cccnc1Nc1cccc(C(F)(F)F)c1
  Hsp70 displacement: -1.0%	Rat MKP-3 inhibitors: -2.5%

CC(=O)CCCCn1c(=O)c2c(ncn2C)n(C)c1=O
  Hsp70 displacement: -1.3%	Rat MKP-3 inhibitors: -9.3%

CCn1cc(C(=O)O)c(=O)c2cnc(N3CCNCC3)nc21
  Hsp70 displacement: 3.5%	Rat MKP-3 inhibitors: 3.6%

CCCCCC(=O)O[C@]1(C(C)=O)CC[C@H]2[C@@H]3CCC4=CC(=O)CC[C@]4(C)[C@H]3CC[C@@]21C
  Hsp70 displacement: -1.4%	Rat MKP-3 inhibitors: -8.9%

COc1ccc(C2CNC(=O)C2)cc1OC1CCCC1 (configuration not stated)
  Hsp70 displacement: -0.2%	Rat MKP-3 inhibitors: 5.8%

CC1Cc2ccccc2N1NC(=O)c1ccc(Cl)c(S(N)(=O)=O)c1 (configuration not stated)
  Hsp70 displacement: 3.1%	Rat MKP-3 inhibitors: -4.5%

CN1CCCN=C1COC(=O)C(O)(c1ccccc1)C1CCCCC1 (configuration not stated)
  Hsp70 displacement: -0.2%	Rat MKP-3 inhibitors: -1.6%

A second format for part of the listing above.
Hsp70 displacement	Rat MKP-3 inhibitors	smiles
3.1%	-4.5%	CC1Cc2ccccc2N1NC(=O)c1ccc(Cl)c(S(N)(=O)=O)c1 (configuration not stated)
-0.2%	-1.6%	CN1CCCN=C1COC(=O)C(O)(c1ccccc1)C1CCCCC1 (configuration not stated)
